# STEP inh: inhibitors of human striatal-enriched phosphatase STEP | P54829 | recombinant STEP, OMFP fluorogenic substrate, fluorescence | inhibition, % at 20 µM | 0.25% of 360,000 active | AID 588621;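 active = inhibition at 20 µM, scaled per plate between control wells, above about 37%, limit read from the data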;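 note: 0% = DMSO with enzyme and substrate and 100% = substrate only without enzyme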
#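 material = STEP tyrosine phosphatase | reagent = fluorogenic phosphatase substrate OMFP at 25 µM final | doses = single compound dose of 20 µM, 1% DMSO final | schedule = 20 min reaction, room temperature, in the dark | measured by = fluorescence, 480/540 nm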
# Rpn11 block: Rpn11 (human) deubiquitinase inhibition. O00487. human 26S proteasome, Ub4-pepOG fluorescence polarization; 20S core pre-blocked with epoxomicin. calls only at 20 µM. 0.59% of 360,000 active;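 active = inhibition at 20 µM, scaled to each plate's controls, above about 33%, limit read from the data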
# SUMO1 PPI mod: SUMO1-SIM interaction modulation; P63165; SUMO1 binding to a labelled peptide, TR-FRET, 1 h; 0.33% of 360,000 active; inhibition, % at 20 µM; in the data active = inhibition above about 37%
# Target sequence (P63165 whole entry, looked up): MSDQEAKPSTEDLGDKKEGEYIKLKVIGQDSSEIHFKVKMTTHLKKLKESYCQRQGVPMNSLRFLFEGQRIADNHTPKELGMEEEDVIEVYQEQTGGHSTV
# NadD block: NadD (S. aureus) enzyme inhibition; purified NadD enzyme, colorimetric absorbance read-out; 0.78% of 360,000 active; inhibition, % at 20 µM; AID 602399; in the data active = inhibition above about 26%; note: some compounds past the cut are filed as inactive
# DNMT1 inh: inhibitors of human DNMT1; inhibition (reported as % activation of signal), % at 10 µM; 0.83% of 360,000 active; P26358; DNMT1 molecular beacon, Hinp1I cleavage, fluorescence; in the data active = inhibition above about 50%
# LMPTP inh: LMPTP (human) inhibition | recombinant LMPTP-A, OMFP fluorogenic substrate, fluorescence intensity | inhibition, % at 20 µM | 0.22% of 360,000 active;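 active = compounds that cut the enzyme signal by at least half of the control window in the single-dose screen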;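 note: plate controls were DMSO wells with enzyme plus substrate for no effect and substrate without enzyme for full effect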
#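 Test system – LMPTP-A phosphatase enzyme · Quantity – 0.625 nM LMPTP-A final · Reagent – OMFP substrate, 400 µM final · Dosing – one test concentration per compound, 20 µM, with 3% DMSO overall · Timing – 50 min enzyme reaction at room temperature, protected from light · Detection – fluorescence intensity · Controls – substrate-only low control, DMSO enzyme-plus-substrate high control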
# CSN deneddyl inh: blocks human CSN-mediated cullin deneddylation | Purified CSN, SCF-Nedd8-OG deneddylation, fluorescence polarization | 0.38% of 360,000 active | inhibition, % at 12.5 µM;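 active = pattern-corrected inhibition above about 35%, with an unprinted fluorescence ratio check between 0.5 and 1.5, limit read from the data, passing the limit was not always enough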;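 note: 0% = enzyme with substrate and 100% = substrate without enzyme; some results filed as inactive read as strong as hits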
# Target sequence (Q92905 whole entry, looked up, one chain of several): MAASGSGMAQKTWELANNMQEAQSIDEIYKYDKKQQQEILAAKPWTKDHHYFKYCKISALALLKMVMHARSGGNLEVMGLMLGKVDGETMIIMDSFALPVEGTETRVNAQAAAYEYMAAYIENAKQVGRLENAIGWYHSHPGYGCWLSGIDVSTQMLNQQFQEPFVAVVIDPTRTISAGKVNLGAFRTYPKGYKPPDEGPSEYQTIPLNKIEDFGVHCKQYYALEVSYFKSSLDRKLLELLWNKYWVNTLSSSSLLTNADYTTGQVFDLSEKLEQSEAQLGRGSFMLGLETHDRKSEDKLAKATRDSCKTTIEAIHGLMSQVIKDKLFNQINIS
#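 Test system: purified human Csn5 enzyme expressed in HEK293T cells. Amount: 0.24 nM enzyme. Reagent: SCFSkp2-Nedd8OG substrate at 10 nM final. Schedule: 90 min incubation of compound, enzyme and substrate at room temperature. Detection: fluorescence polarization. Read-out: % inhibition of substrate cleavage by Csn5.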
# Scp1 inh: Scp-1 (human) phosphatase inhibition | Q9GZU7 | Recombinant Scp1, phosphopeptide, malachite green phosphate absorbance | inhibition, % at 20 µM | 0.88% of 340,000 active;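 active = inhibition above about 50% at 20 µM, limit read from the data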;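 note: plate controls were DMSO wells with enzyme for no effect and wells lacking enzyme for full effect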
#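 System: SCP-1 catalytic domain; Reagent: Phospho 17-mer peptide substrate; Doses: one concentration, 20 µM, with 1.0% DMSO; Incubation: 45 min room-temperature reaction, 5 min colour, 30 min stabiliser; Signal: Phosphate-binding colour reagent, absorbance read at 630 nm.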
# Tb MetRS inh: Trypanosoma brucei MetRS inhibition. purified T. brucei MetRS, ATP depletion, Kinase-Glo luminescence. 0.4% of 360,000 active. AID 624268. inhibition, % at 11.9 µM;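 active = inhibition above a per-plate cutoff of the control wells' mean inhibition plus 3 SD, cut at about 5.5% in these data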;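 note: 0% = DMSO wells median and 100% = median of wells with control inhibitor compound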
#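 Material: T. brucei methionyl-tRNA synthetase, purified; reagent: substrates ATP, L-methionine and bulk Escherichia coli tRNA; dosing: 11.9 µM single point; timing: 15 min plus 2 h at 25 °C; detection: luminescence of leftover ATP; evaluation: % inhibition; control set: DMSO-only wells as low control; replicates: singlicate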
# MLLE-PAM2 inh: blocks PAM2 peptide binding to the PABP1 MLLE domain | P11940 | GST-MLLE / FITC-PAM2 fluorescence polarization | inhibition, % at 20 µM | 0.36% of 360,000 active; in the data active = inhibition above about 35%, passing the limit was not always enough;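 note: plate controls were DMSO wells with GST-MLLE for no effect and wells lacking GST-MLLE protein for full effect; some results filed as inactive read as strong as hits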
# Target sequence (P11940 whole entry, looked up, the tested form may be a part): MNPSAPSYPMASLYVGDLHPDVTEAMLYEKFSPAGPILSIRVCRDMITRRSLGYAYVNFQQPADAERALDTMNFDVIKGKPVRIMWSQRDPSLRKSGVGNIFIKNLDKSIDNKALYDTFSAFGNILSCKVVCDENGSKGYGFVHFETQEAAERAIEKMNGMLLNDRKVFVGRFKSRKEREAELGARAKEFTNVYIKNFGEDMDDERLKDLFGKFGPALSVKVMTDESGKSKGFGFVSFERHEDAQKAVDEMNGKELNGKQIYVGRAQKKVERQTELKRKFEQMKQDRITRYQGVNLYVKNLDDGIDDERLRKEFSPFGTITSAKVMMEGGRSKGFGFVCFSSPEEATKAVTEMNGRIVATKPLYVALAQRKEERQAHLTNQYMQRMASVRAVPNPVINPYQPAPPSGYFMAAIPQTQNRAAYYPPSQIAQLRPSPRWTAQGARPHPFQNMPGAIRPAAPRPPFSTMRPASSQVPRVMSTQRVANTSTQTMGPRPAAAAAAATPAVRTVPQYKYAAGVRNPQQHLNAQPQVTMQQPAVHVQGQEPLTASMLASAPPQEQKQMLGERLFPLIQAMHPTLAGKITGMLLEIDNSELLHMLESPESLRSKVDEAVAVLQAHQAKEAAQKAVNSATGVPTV
# Numbers without * were called inactive; i = inactive; nt = not tested or not shown; + = active, no number.
SMILES,STEP inh,Rpn11 block,SUMO1 PPI mod,NadD block,DNMT1 inh,LMPTP inh,CSN deneddyl inh,Scp1 inh,Tb MetRS inh,MLLE-PAM2 inh
CC1(C)CN(c2ccc(-c3ccnc4ncnn34)cc2)C1=O,11,i,-12,3,5,-0.5,-8,-8,-0.3,3
COc1ccc(N=Cc2c(O)n(-c3cccc(C)n3)c(=O)c3ccccc23)c(OC)c1,-6,nt,-22,0,-10,-0.7,55,3,-0.6,11
Cc1ccc(CNC(=O)C2=NNC(=O)CC2)cc1,-2,i,-1,-1,3,-1.7,2,-2,-0.1,9
CC12COC3(C(=O)Nc4ccc(Cl)cc4)CC1CCC32C (stereo not drawn),0,i,3,-2,-8,1.4,1,8,0.1,2
Cn1ccc(C(=O)OCC(=O)c2ccccc2)n1,1,i,1,-1,-7,-0.8,1,-2,-0.4,5
CCC(=O)N1c2ccc(S(=O)(=O)CCC(=O)N3CCN(c4ccccc4F)CC3)cc2CC1C (stereo not drawn),-3,i,-1,-5,3,-1.6,-4,6,-0.6,17
COc1ccc(S(=O)(=O)N2CCC(C(=O)Nc3ccccc3N3CCCCC3)CC2)cc1OC,5,i,-5,5,-4,3.1,-2,-6,0.2,-6
Cc1ccc(-c2nc3ccccc3[nH]2)cc1NC(=O)c1ccco1,2,i,0,0,-1,-1.0,-2,-2,-0.2,3
COc1cc(/C=C/c2cc[n+](C)cc2)ccc1OCC(=O)Nc1ccccc1,0,i,-56,1,-5,-2.4,-3,77*,0.3,-137
COc1ccc(N2CCN(C(=O)c3ccc(COc4ccc([N+](=O)[O-])cc4)o3)CC2)cc1,0,i,-11,-1,-4,4.9,3,-2,0.4,1
CN(Cc1cnn(C)c1)C(=O)C1CCCCC1C(=O)O (stereo not drawn),-8,i,-2,0,-3,-1.5,1,-2,-0.7,-20
Cc1ccc(C(=O)c2oc3ccccc3c2N)cc1,-4,i,-18,-5,-3,-1.3,0,-6,0.0,-13
Cc1c(NC(=O)Nc2cccc(Cl)c2)c(=O)n(-c2ccccc2)n1C,0,i,5,-6,-1,-0.8,4,-4,-0.1,-8
CC1(C2CC2)NC(=O)N(CC(=O)N2CCN(c3ccccc3)CC2)C1=O (stereo not drawn),0,i,2,-7,5,0.5,-2,4,-0.3,1
O=C1Oc2ccccc2C(=O)/C1=C/c1ccccc1O,0,i,5,-10,-2,0.4,2,-9,0.2,18
COC(=O)CCC(NC(=O)c1cc(C)oc1C)C(=O)OC (stereo not drawn),-1,i,2,-1,3,-1.1,-1,-3,-0.1,2
CCC(=O)Nc1ccc(C(=O)COC(=O)c2sc(C)nc2C)cc1,-1,i,2,-2,-5,0.1,-6,-3,-0.4,-7
NC(=O)CC(NC(=O)Cc1ccc(Cl)cc1)c1ccc(NC2CCCC2)c([N+](=O)[O-])c1 (stereo not drawn),-1,+,1,-7,-2,1.5,113,-6,-0.4,-34
CC1=NN(c2ccccc2)C(=O)/C1=C\c1ccc(Oc2ccc([N+](=O)[O-])cc2[N+](=O)[O-])cc1,2,i,16,30*,27,3.0,2,-5,1.2,1
COc1cc(NC(=O)CSc2ncnc3sc4c(c23)CCCC4)c(C(=O)O)cc1OC,96*,i,9,9,1,-1.6,0,-4,0.0,14
CCc1nnc(NC(=O)CCC(=O)N2CCN(C3CCCCC3)CC2)s1,0,i,0,-1,-2,-2.0,-4,0,0.4,0
CCN1CCN(C(=O)CCCCCn2c(=O)[nH]c3cc(C(=O)OC)ccc3c2=O)CC1,4,i,1,-4,0,-0.4,-3,-4,-1.5,6
COc1ccc(S(=O)(=O)N2CCOCC2)cc1Cl,-4,i,-2,-1,3,-1.0,4,-7,0.3,5
CC(=O)N1CCc2c(sc(NC(=O)C3CCN(S(=O)(=O)c4cccs4)CC3)c2C(N)=O)C1,1,i,-4,4,-7,-0.5,7,-5,-0.3,-37
O=S1c2ccccc2Nc2ccccc21,1,i,1,-2,5,-1.9,-4,-3,-0.2,-9
O=C1N[C@@H](Cc2ccccc2)COC(=O)[C@@H](Cc2ccc(F)cc2)C/C=C\C[C@@H]1CC(=O)N(CCO)Cc1ccccc1,2,i,-2,-8,-3,2.3,-3,-8,-0.4,5
COc1cc(NC(=O)NCCN2CCN(c3ccc(Cl)cc3)CC2)ccc1C,6,i,-1,-13,-4,-0.3,-3,-3,-1.1,-8
COc1cc(-c2cc(N)n(S(=O)(=O)c3ccc(F)cc3)n2)cc(OC)c1OC,0,i,2,-2,-3,-0.6,4,-15,-1.1,5
CCCCn1c(NCCO)nc2ccccc21,0,i,1,3,3,3.7,8,3,-0.1,0
CCCc1cc(C(N)=O)c(NC(=O)c2ccoc2C)s1,10,i,17,-3,-17,1.8,1,-10,-0.4,15
COc1cccc(-c2nnc3sc(-c4ccccn4)nn23)c1,1,i,4,-1,-2,-0.6,-3,-4,-1.7,4
O=C(NC(=S)Nc1ccc(S(=O)(=O)Nc2ncccn2)cc1)c1ccc(Br)cc1,3,i,-1,2,-2,2.6,0,-8,-0.5,29
CCOc1ccc2nc(NC(=O)Cn3c(C)csc3=O)sc2c1,-1,i,3,-3,-5,-1.1,-1,-6,0.2,5
Cn1c(SCCCC(=O)c2ccccc2)nnc1-c1ccncc1,1,i,-3,-6,-2,-1.4,-1,13,-0.3,-91
C=CCn1nnnc1-c1cc(Cl)cc(Cl)c1,1,i,-3,3,1,-1.0,-8,-11,0.1,-3
O=C(NCCc1ccc(Cl)cc1)c1ccc(=O)[nH]c1,-3,i,-4,3,-1,0.3,-3,-6,0.0,-6
O=C1C(=Cc2ccncc2)CCCc2ccccc21,0,i,-21,0,10,-1.1,2,nt,-0.3,1
COc1cc(C(=O)NC(CCSC)C(=O)Nc2ccc(N3CCOCC3)cc2)cc(OC)c1OC (stereo not drawn),1,i,-3,4,2,0.2,-1,nt,-0.2,-14
O=C(O)CC(=O)Nc1ccccc1,-4,i,-3,4,-1,-0.7,4,0,-0.3,-1
CC1Cc2ccccc2N1C(=O)CSc1ccccn1 (stereo not drawn),6,i,4,-2,5,-1.3,2,nt,-0.1,7
COC(=O)C1=NN(c2ccc(C)cc2)C2(S1)SC(C(C)=O)=C(C)N2c1ccccc1 (stereo not drawn),4,i,-11,21,-17,2.6,-1,1,-0.7,-4
Nc1c(C(=O)O)cnn1-c1ccc([N+](=O)[O-])cc1,-1,i,-19,0,3,-1.8,-3,-4,-0.2,0
O=c1[nH]cnc2c1nnn2Cc1ccccc1,-2,i,1,0,2,-2.3,4,-6,-0.7,7
CC1CC(C)(C)NC(=S)N1CC(=O)N1CCN(Cc2ccc3c(c2)OCO3)CC1 (stereo not drawn),0,i,-1,-5,0,-1.2,3,0,-0.1,-62
CS(=O)(=O)NCc1ccc(C(=O)NCCOc2ccccc2)cc1,1,i,1,-3,-6,-0.5,1,-8,0.3,7
COc1ccc(-c2c(C)nn3c(N4CCOCC4)cc(C)nc23)cc1OC,-3,i,7,-7,0,-0.4,-3,-15,-0.5,6
CSc1ncccc1C(=O)NNC(=O)c1ccc(NS(=O)(=O)c2cccs2)cc1,-2,i,5,-5,6,-1.5,-2,2,-0.6,-3
O=C(Nc1ccc(N2CCCCC2)c(Cl)c1)c1ccc2c(c1)OCCO2,-2,i,0,-3,-8,3.7,-3,-14,0.4,-11

# An excerpt from above in order of the STEP inh value, highest first:
SMILES,STEP inh,Rpn11 block,SUMO1 PPI mod,NadD block,DNMT1 inh,LMPTP inh,CSN deneddyl inh,Scp1 inh,Tb MetRS inh,MLLE-PAM2 inh
CC1(C)CN(c2ccc(-c3ccnc4ncnn34)cc2)C1=O,11,i,-12,3,5,-0.5,-8,-8,-0.3,3
Cn1ccc(C(=O)OCC(=O)c2ccccc2)n1,1,i,1,-1,-7,-0.8,1,-2,-0.4,5
Cc1ccc(CNC(=O)C2=NNC(=O)CC2)cc1,-2,i,-1,-1,3,-1.7,2,-2,-0.1,9

# (further entries)
SMILES,STEP inh,Rpn11 block,SUMO1 PPI mod,NadD block,DNMT1 inh,LMPTP inh,CSN deneddyl inh,Scp1 inh,Tb MetRS inh,MLLE-PAM2 inh
O=C(NCc1ccccc1)c1cc[n+](Cc2ccccc2)cc1,-2,i,-19,4,0,-0.7,-7,-4,-0.9,-11
COc1ccc(C(=O)O/N=C(\N)c2ccccc2Cl)cc1OC,1,i,1,-2,-1,1.1,-4,-2,-0.2,3
CC(C)c1ccc(NC(=O)CSc2nc3ccsc3c(=O)n2CCC(=O)O)cc1,2,i,7,9,2,0.6,-2,-3,0.1,10
C=C(C)Cn1c(-c2ccncc2)n[nH]c1=S,-1,i,-2,-1,2,0.9,1,13,-0.2,-33
COc1ccc(-n2ccnc2SCC(=O)NO)cc1,-3,i,1,3,-5,0.7,5,-12,-0.5,-2

# Molecules above that have two or more sulfur atoms, in the order listed:
SMILES,STEP inh,Rpn11 block,SUMO1 PPI mod,NadD block,DNMT1 inh,LMPTP inh,CSN deneddyl inh,Scp1 inh,Tb MetRS inh,MLLE-PAM2 inh
COc1cc(NC(=O)CSc2ncnc3sc4c(c23)CCCC4)c(C(=O)O)cc1OC,96*,i,9,9,1,-1.6,0,-4,0.0,14
CC(=O)N1CCc2c(sc(NC(=O)C3CCN(S(=O)(=O)c4cccs4)CC3)c2C(N)=O)C1,1,i,-4,4,-7,-0.5,7,-5,-0.3,-37
O=C(NC(=S)Nc1ccc(S(=O)(=O)Nc2ncccn2)cc1)c1ccc(Br)cc1,3,i,-1,2,-2,2.6,0,-8,-0.5,29
CCOc1ccc2nc(NC(=O)Cn3c(C)csc3=O)sc2c1,-1,i,3,-3,-5,-1.1,-1,-6,0.2,5
COC(=O)C1=NN(c2ccc(C)cc2)C2(S1)SC(C(C)=O)=C(C)N2c1ccccc1 (stereo not drawn),4,i,-11,21,-17,2.6,-1,1,-0.7,-4
CSc1ncccc1C(=O)NNC(=O)c1ccc(NS(=O)(=O)c2cccs2)cc1,-2,i,5,-5,6,-1.5,-2,2,-0.6,-3
CC(C)c1ccc(NC(=O)CSc2nc3ccsc3c(=O)n2CCC(=O)O)cc1,2,i,7,9,2,0.6,-2,-3,0.1,10

# From PubChem

# Hits appear at their usual frequency; any-hit rate near 3.6%.
